T cell modulator: T cell immune modulation candidate. actives 0.068% (n = 330,000). 2C CD8+ T cell-vesicle binding, flow cytometry; stronger effect = lower value. AID 2052. calls only at 7 µM;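 active means response, share of CD8 T cells binding vesicles, and their 90th percentile fluorescence all below set limits, cut at about 80% in these data, passing the limit was not always enough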
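Also added: QL9-peptide-loaded Drosophila micro-vesicles bearing Ld, ICAM-1 and B7-1; Test system: purified 2C TCR transgenic mouse naive CD8+ T cells; Measured by: cytometric PE anti-B7-1 and Alexa647 anti-CD8 signals after 1% paraformaldehyde fixation; Timing: binding step 1.5 h, 37 °C, antibody labelling 20 min, ice.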
Dynein transport: blocks dynein driven cargo transport along microtubules; AID 1381; 3617.4 mouse cells, GR-EGFP nuclear translocation imaging; test concentration mostly 20 µM; stimulated with dexamethasone, 1 µM; stronger effect = lower value; actives 0.47% (n = 220,000); z-score, hits read low;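 active means plate z-score of nuclear minus cytoplasmic receptor signal below a set negative limit, without overly bright fluorescence or cell loss, cut at about -3.5 in these data, passing the limit was not always enough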;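 further: z-score of nuclear minus cytoplasmic ring GR-EGFP intensity difference per well; some compounds called inactive have numbers as strong as hits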
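Also added: dexamethasone, 1.0 µM final. Medium: tet-free, stripped-serum medium. Detection: fixed, Hoechst-stained cells imaged at 10x for EGFP. Read-out: nuclear-to-cytoplasmic GR-EGFP distribution per well. Times: induction 48 h, compound 1 h, agonist 30 min.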
Autophagy mod: modulators of autophagy; MEF GFP-LC3 puncta imaging; test concentration mostly 10 µM; calls only at 10 µM (by protocol); actives 0.98% (n = 190,000); AID 463193;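 active means percentage of spot-positive cells more than 3 SD above its plate mean, without a fluorescence outlier flag or 80% toxicity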;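 further: spot-positive cell cutoff set from DMSO-treated cells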
b-catenin transl: modulators of beta-catenin nuclear translocation. HeLa beta-catenin nuclear translocation, immunofluorescence imaging. actives 0.3% (n = 190,000). nuclear translocation activity, % at 5 µM. AID 1665;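 active means nuclear translocation activity above 50% at 5 µM, with a well cell count of 50 or more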;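 further: per-cell ratio of nuclear to cytoplasmic median beta-catenin stain intensity; plate controls were DMSO negative control for no effect and GSK-3 inhibitor IX positive control for full effect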
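Signal – beta-catenin immunofluorescence imaging with DAPI · Test system – human HeLa cell line · Dosing – 5 µM primary single dose, 0.1% DMSO, 0.02–20 µM confirmation series · Measure – % activation, nuclear-to-cytoplasmic median beta-catenin signal ratio per cell · Incubation – 24 h compound exposure at 37°C, 5% CO2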
P. falciparum M17LAP: P. falciparum M17LAP inhibitors, primary screen, biochemical, fluorogenic H-Leu-NHMec substrate, 1536-well (AID 1619); recombinant M17LAP, H-Leu-NHMec fluorogenic kinetic assay; higher % means a stronger effect; inhibition, % at 30 µM, or IC50 in µM where a hit was titrated; actives 0.38% (n = 220,000);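 active means compound inhibiting the enzyme by more than half at any dose during confirmatory dose-response retesting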;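 further: plate controls were full reaction with DMSO carrier for no effect and no enzyme background for full effect; strong numbers were not always called active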
WT yeast gro inh: growth inhibition of WT yeast, mitochondrial fusion screen; mitochondrial fusion phenotypic screen, WT strain; inhibition, % at 10 µM; actives 2.1% (n = 190,000); AID 1362; in the data active means inhibition above about 58%; tested in S. cerevisiae
P. falciparum M1AAP: P. falciparum M1AAP inhibitors, biochemical, fluorogenic H-Leu-NHMec substrate, 1536-well (AID 1445); recombinant M1AAP, H-Leu-NHMec fluorogenic kinetic assay; higher % means a stronger effect; one-dose inhibition, % at 30 µM; IC50 in µM for titrated hits; actives 0.42% (n = 220,000);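 active means primary inhibition above the hit cutoff, then over 50% inhibition at one or more dose response concentrations, cut at about 23% in these data, passing the limit was not always enough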;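 further: plate controls were DMSO full reaction for no effect and no enzyme background for full effect; strong numbers were not always called active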
MT stabilize HCS: microtubule stabilizers in HeLa cells | HeLa tubulin immunostaining HCS, 24 h; share of cells brighter than vehicle mean+2SD | % tubulin-high responders, % at 10 µM | actives 0.83% (n = 200,000) | AID 2205;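 active means plate Z-score above 3 for both tubulin-high and condensed-nucleus cell shares, with cell loss under 80%, at 10 µM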;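 further: anti alpha tubulin signal scored within the nucleus-defined area of each cell; some results filed as inactive read as strong as hits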
Yfh1-off respiration: mitochondrial function rescue without frataxin homolog – Friedreich's ataxia, plus single-dose screen, dose response (AID 1465). S. cerevisiae Yfh1-off respiration, WST-1 reduction, 72 h; higher fold induction means a stronger effect. one-dose fold induction at 50 µM; EC50 in µM for titrated hits. actives 0.074% (n = 220,000);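 active means fold induction of absorbance versus untreated yeast above a set limit, then at least 30% activation at any dose in follow-up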;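 further: activators that raise dye reduction in frataxin-depleted yeast; strong numbers were not always called active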
WT yeast gro inh mutant strain: further read-out of WT yeast gro inh, marked with its call; inhibition, %; mitochondrial fusion phenotypic screen, mutant strain inhibition
Dynein transport cytoplasmic EGFP: further read-out of Dynein transport, marked with its call; z-score; measured here: cytoplasmic GR-EGFP intensity; stronger effect = higher value
Dynein transport nuclear GR-EGFP: second read-out of Dynein transport, no call of its own (marks repeat the call); z-score; measured here: nuclear GR-EGFP intensity;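 lower value marks the stronger effect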
Dynein transport cell count: also measured in Dynein transport; calls as there; z-score; measured here: cell count per field
b-catenin transl cell count 5 µM: further read-out of b-catenin transl, marked with its call; cell count; measured here: cell count, cytotoxicity flag
T cell modulator vesicle-bound %: second read-out of T cell modulator, no call of its own (marks repeat the call); double positive events, %; measured here: CD8+ vesicle-bound cell fraction;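 binding gate set so that unloaded-vesicle control wells show 10% double positive cells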
MT stabilize HCS Hoechst-high %: further read-out of MT stabilize HCS, marked with its call; % Hoechst-high responders; measured here: nuclear condensation Hoechst responders;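 share of cells brighter than vehicle mean plus two SD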
MT stabilize HCS cytotoxicity %: also measured in MT stabilize HCS; calls as there; toxicity, %; measured here: cytotoxicity by cell density;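 0% = mean cell density of plate MIN control wells and 100% = no cells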
Autophagy mod cell loss 18 h: further read-out of Autophagy mod, marked with its call; toxicity, %; measured here: cell loss, nuclei count;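 cell loss after 18 h compound exposure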
Starred values were filed as active, the others as inactive; i = inactive; . = not tested or not shown.

SMILES	T cell modulator	T cell modulator vesicle-bound %	Dynein transport	Dynein transport cytoplasmic EGFP	Dynein transport nuclear GR-EGFP	Dynein transport cell count	Autophagy mod	Autophagy mod cell loss 18 h	b-catenin transl	b-catenin transl cell count 5 µM	P. falciparum M17LAP	WT yeast gro inh	WT yeast gro inh mutant strain	P. falciparum M1AAP	MT stabilize HCS	MT stabilize HCS Hoechst-high %	MT stabilize HCS cytotoxicity %	Yfh1-off respiration
O=C(Cn1cnc2ccc(Br)cc2c1=O)c1cccs1	i	21	-0.63	-0.026	-0.78	0.18	i	9	.	.	-10%	0	-15	5%	2.1	2.4	7.5	i
CCOC(=O)CC1=C(C(=O)OCC)C(c2ccc(OC)cc2OC)C(C#N)=C(N)O1 (stereo unspecified)	i	26	-0.57	-0.22	-0.097	0.75	i	-4	-3.7	1438	-2%	-5	-17	13%	1.8	3.2	6.2	i
O=C(CCn1c2c(c3ccccc31)CCCC2)NNC(=O)c1ccccc1C(=O)O	i	55	-0.16	-0.14	0.59	-0.024	.	.	-1.6	1281	-5%	.	.	3%	.	.	.	i
CC(C)C1=NOC(C(=O)N2CCC(N3CCC(C(=O)N4CCOCC4)CC3)CC2)C1 (stereo unspecified)	i	40	1.4	-0.0036	1.4	-0.93	i	-9	0.6	982	.	4	-10	.	2.7	3.0	11	i
Cc1ccc(-c2nnn(CC(=O)NCCc3ccc4c(c3)OCO4)n2)cc1	i	65	1.4	-0.28	0.93	-0.84	i	5	-2.4	1154	-5%	-4	9	-5%	3.2	2.1	10	i
Cc1ccc(OCC(=O)OC2CCCN(C)C2)cc1 (stereo unspecified)	i	35	-0.29	-0.37	0.043	1.5	i	-7	1.7	1016	.	-10	-1	.	2.7	1.6	1.4	i
Cc1ccsc1/C=N/n1c(-c2ccccc2)n[nH]c1=S	i	35	-0.56	-0.33	-0.39	0.42	i	-1	0.0	974	-1%	-3	7	0%	2.3	3.3	2.4	i
COc1ccc(OC)c(C2C3=C(N=c4s/c(=C\c5cccc(O)c5)c(=O)n42)c2ccccc2CC3)c1 (stereo unspecified)	i	56	-0.96	-0.28	-0.7	0.41	i	0	-1.7	1043	22%	10	-16	1%	15	2.8	15	i
O=C(Nc1ccc(S(=O)(=O)NC2=NCCCCC2)cc1)c1ccc(=O)[nH]c1	i	26	-0.89	-0.34	-0.56	1.4	i	0	-0.3	1074	11%	-19	-9	5%	3.2	1.9	6.2	i
COC(=O)c1cccc(N2CCCC2=O)c1	i	27	-1.1	-0.82	-0.85	1.5	.	.	0.9	1289	-2%	.	.	-2%	.	.	.	i
COc1ccc(OCC(=O)O/N=C(\N)Cc2ccc(Cl)cc2Cl)cc1	i	35	0.63	-0.039	0.19	-1.5	i	-2	-3.2	1195	1%	32	36	1%	1.6	2.4	7.3	i
CSc1nnc(-c2nnc(SC)n2-c2ccccc2)n1-c1ccccc1	.	.	-0.19	-0.032	-0.34	0.28	i	1	-0.7	1023	-5%	-10	-2	-4%	3.8	1.4	2.9	i
CC(C)(C)C(=O)Nc1cccc(-c2ncon2)c1	i	37	0.32	-0.21	0.16	0.24	.	.	-2.1	1144	2%	.	.	-4%	.	.	.	i
Cc1ccc(CN2CCN(/N=C/c3ccc(Cl)c([N+](=O)[O-])c3)CC2)cc1	i	36	1.5	-0.21	1	-1.2	i	27	2.6	569	1%	64*	54*	-1%	4.3	1.7	5.0	i
O=C(COc1ccc2c(C(F)(F)F)cc(=O)oc2c1)Nc1ccc(N2CCOCC2)cc1	i	13	0.0084	-0.29	-0.23	0.73	i	9	0.9	1043	-6%	-3	-14	4%	2.3	3.9	7.3	i
O=C(CN(Cc1cccs1)C(=O)CN1C(=O)COc2ccccc21)NCc1ccco1	i	50	-0.79	-0.19	-0.73	1.4	i	4	1.9	1065	-7%	45	-4	-3%	4.6	2.7	0.0	i
CCc1[nH]c(C(=O)O)c(C)c1C(=O)OC	i	55	-0.98	-0.25	-0.43	1.2	.	.	-1.4	1158	-5%	.	.	6%	.	.	.	i
CC(C)c1ccc(C2NC(=S)NC3=C2C(=O)CCC3)cc1 (stereo unspecified)	i	3	-0.63	-0.21	0.23	0.55	i	5	-1.9	1080	-7%	-27	-9	8%	3.7	3.2	0.7	i
COCCN(Cc1cc2cc3c(cc2n2nnnc12)OCO3)C(=O)c1ccccc1F	i	28	0.78	0.64	1.4	-1.2	i	3	-2.0	1053	4%	9	-3	1%	2.4	1.2	8.8	i
O=C(Nc1nc(-c2ccc(Cl)cc2)cs1)c1cccnc1	i	56	-0.43	0.064	0.08	0.82	i	0	-3.5	1187	-3%	1	-12	5%	2.1	1.6	0.8	i
O=C(CSc1ccccc1)Nc1ccccc1C(=O)N1CCCC1	i	10	-0.77	0.91	0.17	0.47	i	9	-0.9	1014	-6%	-2	-9	-3%	3.5	1.2	6.3	i
COC(=O)CCn1nnc(-c2ccc(C)cc2)n1	i	28	-0.82	-0.22	-0.21	-0.48	i	4	1.7	1033	1%	1	11	1%	1.8	1.8	1.0	i
CN(C(=O)c1coc(=O)c2ccccc12)c1ccc(Br)cc1	i	34	0.38	-0.36	0.46	0.32	i	6	-4.1	1048	-3%	3	12	11%	2.9	2.4	11	i
CN1Cc2cc(C(=O)c3cc(Cl)cc(CSc4ncccn4)c3O)cnc2NC1=O	i	26	0.019	-0.042	0.18	-0.59	i	29	67*	475*	5%	-6	5	12%	20*	34*	50*	i
Cc1cccc(Oc2nc(CN3CCOCC3)nc3sc4c(c23)CCCC4)c1	i	11	-0.76	0.52	0.33	-0.74	i	-8	-2.8	991	20%	32	27	4%	2.5	2.0	5.8	i

Going on with the list.
SMILES	T cell modulator	T cell modulator vesicle-bound %	Dynein transport	Dynein transport cytoplasmic EGFP	Dynein transport nuclear GR-EGFP	Dynein transport cell count	Autophagy mod	Autophagy mod cell loss 18 h	b-catenin transl	b-catenin transl cell count 5 µM	P. falciparum M17LAP	WT yeast gro inh	WT yeast gro inh mutant strain	P. falciparum M1AAP	MT stabilize HCS	MT stabilize HCS Hoechst-high %	MT stabilize HCS cytotoxicity %	Yfh1-off respiration
Cc1ccc(C(=O)OCC(=O)c2c[nH]c3ccccc23)cc1	i	35	0.086	0.052	-0.23	-0.062	i	7	-1.8	1009	4%	4	-15	-10%	3.9	1.9	0.7	i
Cc1ccc(S(=O)(=O)NNC(=O)c2ccncc2)cc1	i	53	0.88	-0.31	0.38	-0.84	i	-11	-1.8	1104	9%	1	-10	-1%	5.5	3.6	10	i
c1ccc2c3c([nH]c2c1)C1(CCCCC1)NCC3	i	24	0.4	-0.26	0.22	-0.71	i	1	-1.4	1186	-2%	-1	1	-3%	3.8	1.2	14	i
Nn1cnnc1N/N=C/c1cc([N+](=O)[O-])c(Cl)cc1Cl	i	58	0.86	0.54	0.37	-0.35	i	3	-12	960	4%	.	.	14%	1.2	1.0	8.3	.
O=C(Cn1nc2ccccc2n1)N/N=C/c1cc(Cl)cc([N+](=O)[O-])c1O	.	.	0.047	-0.39	-0.032	0.5	i	31	0.1	1033	1%	16	14	45µM*	3.6	1.6	3.7	i
CCOC(=O)Cn1c(=O)c2c(nc(Br)n2CC(=O)OCC)n(C)c1=O	i	33	-0.66	-0.12	-0.033	-0.42	i	-12	-1.6	1166	8%	-5	-17	2%	5.7	2.8	8.4	i
COc1ccc(NC(=O)CN(C)CC(=O)Nc2ccc(Cl)cc2[N+](=O)[O-])cc1	i	54	-0.63	-0.26	-0.53	1.1	i	2	-1.3	1090	3%	14	6	3%	1.0	1.1	5.7	i
CCCCC(=O)Nc1ccc(C(=O)NN2C(=O)c3ccccc3C2=O)cc1	i	16	0.071	-0.23	-0.12	0.14	i	5	-0.3	1078	7%	-10	-10	1%	3.9	1.7	6.8	i
O=c1c2ccccc2nc(-c2ccc(Cl)cc2Cl)n1O	i	44	0.21	-0.22	0.51	-0.6	i	-5	-1.0	1135	16%	-1	-1	6%	2.6	1.3	5.4	i
O=C(NCCCn1ccnc1)c1cc(C2CC2)on1	i	32	-0.99	-0.27	-0.44	3.3	i	6	0.1	1102	-2%	12	4	-1%	1.4	2.4	7.9	i
COc1ncnc2c1N=C1CC(C)(C)CC(N)=C1S2	i	15	-0.44	-0.16	-0.042	0.5	i	-11	.	.	18%	0	0	9%	3.1	5.1	13	.
CCc1nc(NCCCCCO)c2nnn(Cc3ccccc3F)c2n1	i	48	0.62	0.049	0.54	-0.2	i	-2	1.4	990	14%	15	-7	4%	1.5	1.3	9.0	i
CC(C)NC(=S)NC(=O)c1ccc(-c2ccccc2)cc1	i	48	0.53	-0.25	0.15	-0.82	i	9	0.2	1071	13%	67*	24*	5%	5.4	2.3	6.7	i
COc1cc(-c2nc(-c3ccccn3)no2)cc(OC)c1OC	i	38	-1.4	-0.25	-0.057	0.8	i	11	-7.9	1052	5%	2	4	-2%	2.3	3.5	5.5	i
Cc1[nH]c(=O)c(C#N)c2c1CCCC2	i	46	1.3	-0.14	0.98	-0.22	i	-1	-1.6	1047	-3%	-8	-2	5%	2.4	1.5	1.3	i
